USP1-UAF1 inh: USP1/UAF1 (human) deubiquitinase inhibition; O94782; recombinant USP1/UAF1, Ub-Rhodamine cleavage fluorescence; Potency, µM (highest dose often 57.1 µM), without a hit: at the highest dose activity change, negative = inhibition, actives largely listed as inhibitors; 390,000 compounds, 0.23% hits; AID 743255; further: potency means the concentration at half of the fitted maximal effect; on the % scale 0 is the no-effect control and ±100 the full control effect; nearly all actives have a fitted effect of over 60% in size; inactives centre near -12
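In this screen, compounds sit with the deubiquitinase complex (1nM) for 15 min at room temperature before Ub-Rho is added at 150nM final. Fluorescence rise is then followed for 6 reads every 60 seconds.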
mIDH1 inhibitor: human IDH1 R132H inhibition | O75874 | IDH1-R132H enzyme, NADPH consumption, diaphorase/resazurin fluorescence | Potency, µM (doses to about 76.6 µM), for the others: at the highest dose activity change, negative = inhibition, most hits filed as inhibitors | 390,000 compounds, 0.093% hits; further: potency means the concentration at half of the fitted maximal effect; on the % scale 0 is the no-effect control and ±100 the full control effect; nearly all actives have a fitted effect of over 65% in size
Target sequence (O75874 whole entry R132H, stated change not applied): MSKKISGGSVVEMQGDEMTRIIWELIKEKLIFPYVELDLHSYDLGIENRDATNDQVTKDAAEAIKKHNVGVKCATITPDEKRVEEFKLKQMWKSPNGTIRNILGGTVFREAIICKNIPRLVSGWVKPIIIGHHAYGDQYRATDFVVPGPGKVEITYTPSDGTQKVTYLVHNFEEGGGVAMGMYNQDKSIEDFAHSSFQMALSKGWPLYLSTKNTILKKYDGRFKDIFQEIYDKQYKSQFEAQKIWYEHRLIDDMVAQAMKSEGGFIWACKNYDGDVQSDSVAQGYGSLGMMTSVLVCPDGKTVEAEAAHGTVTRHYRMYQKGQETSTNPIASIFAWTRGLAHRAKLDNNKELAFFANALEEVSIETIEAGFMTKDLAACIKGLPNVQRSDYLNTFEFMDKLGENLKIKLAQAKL
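IDH1-R132H (0.5 ug/mL dispensed) in pH 7.5 Tris buffer was preincubated 30 min with compound, then given a substrate mix of 0.016 mM NADPH and 2 mM alpha-KG for 80 min at room temperature; remaining NADPH was read by diaphorase/resazurin fluorescence.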
GLS inhibitor: inhibitors of human glutaminase (GLS); O94925; GLS enzymatic activity, qHTS titration; Potency, µM (highest dose often 45.5 µM), for inactives: at the top dose activity change, negative = inhibition, most hits filed as inhibitors; 410,000 compounds, 0.21% hits; further: potency means the concentration at half of the fitted maximal effect; on the % scale 0 is the no-effect control and ±100 the full control effect
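Read-out is an Amplex red fluorescence increase coupled through glutamate oxidase and HRP, measured before and after 30 min room-temperature incubation. hKGA is in 45 mM KH2PO4 (pH 8.2) with 0.02% Tween-20; glutamine added as 1mM solution.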
PI4K2A block: inhibitors of human PI4K2A. Q9BTU6. purified PI4K2A, ADP-Glo luminescence, 1 h; stronger effect = lower value. activity change, negative = inhibition, % at 76.9 µM. 420,000 compounds, 0.13% hits. AID 1346378; in the data active means activity change below about -50%; inconclusive means mostly about -30% to -49%;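 further: -100% = wells without enzyme as full effect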
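In this quantitative HTS, ADP production by PI4K2A was quantified luminescently after 1 h at ambient temperature; 100 microM adenosine served as plate-quality control.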
rTrxR1 inhibitor: inhibitors of rat thioredoxin reductase 1; recombinant rTrxR1, NADPH fluorescence consumption, selenite substrate; AID 588453; O89049; 390,000 compounds, 1% hits; Potency, µM (doses to about 114 µM), inactives show top-dose activity change, negative = inhibition, usual class: inhibitors; further: potency means the concentration at half of the fitted maximal effect; on the % scale 0 is the no-effect control and ±100 the full control effect; nearly all actives have a fitted effect of over 65% in size
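Rat TrxR1 (90 nM in the dispensed reagent) was pre-reduced with 400 uM NADPH for 5 min at room temperature, then incubated with compound for 15 min. After 400 uM selenite was added, NADPH fluorescence (Ex 340/Em 450 nm) was followed for 8 min.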
Tb PGK inh: T. brucei PGK inhibition; PGK/GAPDH coupled, Kinase-Glo luminescence, 60 min; Potency, µM (doses to about 57.5 µM), for inactives: at the top dose activity change, negative = inhibition, actives largely listed as inhibitors; 380,000 compounds, 0.043% hits; AID 602233; further: potency means the concentration at half of the fitted maximal effect; on the % scale 0 is the no-effect control and ±100 the full control effect; nearly all actives have a fitted effect of over 60% in size
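Luminescent ATP detection (Kinase-Glo Plus) follows a 60-minute room-temperature incubation, with wells lacking PGK as controls. Buffer: 100 mM TEA (pH 7.6), 5 mM MgCl2, 0.01% Tween-20. Coupling enzyme GAPDH (100 nM final) supplies unstable 1,3-BPG in-well.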
Pin1 inh: human Pin1 inhibition; Q13526; Pin1 FP peptide displacement, HiFluor488, 10 min; Potency, µM (doses to about 115 µM), for inactives: top-dose activity, negative = inhibition, usual class: inhibitors; 390,000 compounds, 0.009% hits; active means well fitted inhibition curve with a large enough effect in the polarisation, with a control signal flat, not every such curve was filed as active; inconclusive means small, poorly fitted or top-dose-only effect, or effect the other way, or a change in a side signal; inactive means no such curve, though single readings can be large or run the other way; the % refers to the polarisation; further: potency means the concentration at half of the fitted maximal effect; on the % scale 0 is the no-effect control and ±100 the full control effect
Target sequence (Q13526 whole entry, looked up): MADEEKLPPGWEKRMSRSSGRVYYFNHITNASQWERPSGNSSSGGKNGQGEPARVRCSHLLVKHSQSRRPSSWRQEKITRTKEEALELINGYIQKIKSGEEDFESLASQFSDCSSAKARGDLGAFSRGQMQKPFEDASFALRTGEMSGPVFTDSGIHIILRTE
HP1b chromo inh: blocks HP1-beta chromodomain binding to methylated histone tails | 390,000 compounds, 0.56% hits | Potency, µM (highest dose often 114 µM), inactives show at the highest dose activity change, negative = inhibition, actives largely listed as inhibitors | P83916 | AlphaScreen HP1-beta / biotin-H3K9me3 peptide binding; further: potency means the concentration at half of the fitted maximal effect; nearly all actives have a fitted effect of over 70% in size; inactives centre near 23
Target sequence (P83916 whole entry, looked up): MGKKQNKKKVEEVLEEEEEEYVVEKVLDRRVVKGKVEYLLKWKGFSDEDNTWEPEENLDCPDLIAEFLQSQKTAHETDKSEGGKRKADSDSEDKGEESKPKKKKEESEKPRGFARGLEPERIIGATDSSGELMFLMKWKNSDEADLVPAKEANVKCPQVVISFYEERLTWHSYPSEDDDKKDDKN
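AlphaScreen: HP1-beta (50 nM) preformed 30 min with biotin-H3(1-18)K9me3 peptide (50 nM) in PBS pH 7.4, 0.01% Tween-20. Compound added for 30 min at RT, then streptavidin donor/nickel chelate acceptor beads (10 ug/mL) for 30 min.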
TrxR1 substrate: substrates of rat thioredoxin reductase 1; O89049; purified TrxR1 substrate turnover, NADPH consumption readout; Potency, µM (titrated, usually from 114 µM), without a hit: at the top dose activity change, negative = substrate turnover; 390,000 compounds, 0.01% hits; AID 588456; further: potency means the concentration at half of the fitted maximal effect; on the % scale 0 is the no-effect control and ±100 the full control effect; nearly all actives have a fitted effect of over 50% in size
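Rat TrxR1, dispensed at 90 nM, was prereduced with 400 uM NADPH (final) for 5 min at ~22 deg C, then incubated with compound 15 min before 400 uM selenite. A first-read NADPH fluorescence drop versus no-compound background flagged substrates.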
Active calls of the source: *; i = inactive; ? = inconclusive; · = no result given; [ ] = dose if it differs, or a comment. Unless noted, the call rests on the fitted dose curve; in most records, active means well fitted curve in the direction sought with a large enough effect; inconclusive means small, poorly fitted or top-dose-only effect, or another doubt; inactive means no such curve, though single readings can be large; an effect the other way counts as inactive or inconclusive. These rows are one share of the data; count on the stated rates, not on these rows.

SMILES,USP1-UAF1 inh,mIDH1 inhibitor,GLS inhibitor,PI4K2A block,rTrxR1 inhibitor,Tb PGK inh,Pin1 inh,HP1b chromo inh,TrxR1 substrate
CC(=O)Nc1ccc(NC(=O)c2c(C)nn(Cc3ccccc3)c2Cl)cc1,-18%,4%,-5%,5,13%,-4%,-1%,10%,2%
Cc1ccc(-n2nc3c(=O)n(CCCC(=O)NCC(C)c4ccccc4)nc(C)c3c2C)cc1 (configuration not stated),-19%,-1%,-4%,1,20%,0%,0%,11%[57 µM],0%
O=C(N/C(=C/c1cccc([N+](=O)[O-])c1)C(=O)N1CCCCC1)c1cccs1,-21%,4%,-1%,-6,-3%[57.1 µM],1%,0%,31%,1%[57.1 µM]
COC(OC)c1ccnc(-c2ccc(OC(=O)c3ccc(F)cc3)cc2)n1,-19%,7%,-5%,6,1%,-1%,10%,100%[activator],-11%
O=C(NCc1ccccc1)c1ccc(Cl)c(S(=O)(=O)N2CCCC2)c1,-4%,-10%,-2%,1,-7%,-4%,4%,34%,-13%
O=c1oc2cc(O)ccc2cc1-c1nc2c(s1)CCc1ccccc1-2,242%[activator],8%,22%,2,-17%,-3%,?,77%[activator],30%
Cc1nc(NCCc2ccccc2)c2nnn(Cc3ccccc3)c2n1,-2%,0%,-2%,0,5%,1%,1%,30%[activator],-4%
CCN1CCN(c2oc(-c3ccco3)nc2C#N)CC1,12%,9%,-5%,-2,5%[57.1 µM],-11%,-15%,5%,40%
CCOc1ccc(/C=N/NC(=S)NC2CC3CCC2C3)cc1 (configuration not stated),-24%,-3%,1%,1,3%[57.1 µM],-10%,0%,-9%,3%[57.1 µM]
Cc1ccc(C)c(N2CCN(C(=O)c3ccc(CS(=O)Cc4cccc(Cl)c4)o3)CC2)c1 (configuration not stated),?,-2%,20%,1,7%,-3%,-1%,-7%,0%

(list continues)
SMILES,USP1-UAF1 inh,mIDH1 inhibitor,GLS inhibitor,PI4K2A block,rTrxR1 inhibitor,Tb PGK inh,Pin1 inh,HP1b chromo inh,TrxR1 substrate
CC(=O)Nc1ccc(NC(=O)C(NC(=O)c2ccc(Cl)cc2)C(C)C)cc1 (configuration not stated),-25%,2%,0%,2,·,-10%,·,·,·
NNc1nc(-c2ccccc2)cc(-c2ccccc2O)n1,-11%,0%,13%,7,3%[2.29 µM],-3%,0%,3%,6%[2.29 µM]
Cc1cccc(NC(=O)CSc2nc3ccccc3c(=O)n2C)c1,-24%,0%,-18%,-2,21%,-7%,-5%,30%,1%
O=C1CCCC(O)=C1N=Nc1cccc(S(=O)(=O)N2CCOCC2)c1,-9%,-1%,10%,7,-3%,-2%,-6%,-20%,-5%
Cc1ccc(-c2cnc(-c3ccncc3)o2)cc1,-1%,-1%,17%,-1,?,-7%,?,38%[activator],334%[activator]
COc1cc(NC(=O)c2cc(C(C)C)on2)c(OC)cc1Cl,-7%,3%,-20%,2,26%[57.1 µM],-6%,?,98%[activator],3%[57.1 µM]
COc1ccc(CN2CCN(Cc3ccc(C)cc3)CC2)c(OC)c1,-17%,6%,-6%,1,8%[57.1 µM],i,-3%,?,7%[57.1 µM]
Cc1cccc(C)c1OCC(=O)N=Nc1c(O)[nH]c2ccc(Br)cc12,-3%,0%,3%,1,17%,0%,6%,18%,3%
N#Cc1c(-c2ccccc2)nc(SCc2ccc(Cl)cc2)[nH]c1=O,?,-4%,6%,1,2%,-12%,?,30%[57 µM],2%
CCN(CC)c1cc(C)c2cc(NC(=O)/C=C/c3ccccc3OC(C)C)ccc2n1,-27%,12%,0%,1,19%,-4%,19%,24%,-8%

The listing continues:
SMILES,USP1-UAF1 inh,mIDH1 inhibitor,GLS inhibitor,PI4K2A block,rTrxR1 inhibitor,Tb PGK inh,Pin1 inh,HP1b chromo inh,TrxR1 substrate
CC1CCC(N(CCCN)Cc2ccco2)CC1C (configuration not stated),-18%,6%,11%,0,-7%,i,-3%,24%,-3%
COc1ccc(NC(=O)c2cccnc2)cc1OCC(C)C,?,-1%,3%,5,7%,1%,-2%,9%,2%
O=C(N/N=C/c1cccc2ccccc12)c1cc(C2CC2)[nH]n1,-21%,-2%,0%,-1,19%,-9%,7%,36%,2%
COc1ccc(NC(=O)c2ccc3c(=O)n(-c4ccc(OC)cc4OC)c(=S)[nH]c3c2)c(OC)c1,-15%,6%,-24%,-4,12%[57.1 µM],-2%,1%,26%,-9%
COc1ccc(N2CCN(S(=O)(=O)CCNC(=O)/C=C/c3ccc4c(c3)OCO4)CC2)cc1,-2%,2%,-1%,-7,5%[57.1 µM],10%,3%,49%[activator],7%
Cc1no[n+]([O-])c1COc1ccc(/C=C(\C#N)C(N)=O)cc1,-21%,-7%,34%[activator],-2,6%,-8%,-2%,-11%,-6%
CC(C)c1ccc(OCC(O)Cn2cnc3ccccc32)cc1 (configuration not stated),-6%,4%,-1%,-3,-9%,-1%,3%,26%,-18%
CCOc1ccc(-n2c(SCC(=O)OC)nc3sc4c(c3c2=O)CCN(C)C4)cc1,-13%,-3%,-18%,-4,8%,-5%,4%,11%,-2%
CC(C)COc1cccc(C(=O)NNC(=O)C2COc3ccccc3O2)c1 (configuration not stated),-15%,4%,18%,1,11%,3%,0%,44%[activator],-5%
COc1c(Cl)cc(C(=O)Nc2ccccc2C(=O)O)cc1Cl,-8%,5%,?,-4,18%,·,0%,40%,9%

Exported as labelled records: entries from further up
CCOc1ccc(-n2c(SCC(=O)OC)nc3sc4c(c3c2=O)CCN(C)C4)cc1
  USP1-UAF1 inh: -13% | mIDH1 inhibitor: -3% | GLS inhibitor: -18% | PI4K2A block: -4 | rTrxR1 inhibitor: 8% | Tb PGK inh: -5% | Pin1 inh: 4% | HP1b chromo inh: 11% | TrxR1 substrate: -2%

CC(C)COc1cccc(C(=O)NNC(=O)C2COc3ccccc3O2)c1 (configuration not stated)
  USP1-UAF1 inh: -15% | mIDH1 inhibitor: 4% | GLS inhibitor: 18% | PI4K2A block: 1 | rTrxR1 inhibitor: 11% | Tb PGK inh: 3% | Pin1 inh: 0% | HP1b chromo inh: 44%[activator] | TrxR1 substrate: -5%

Next structures:
SMILES,USP1-UAF1 inh,mIDH1 inhibitor,GLS inhibitor,PI4K2A block,rTrxR1 inhibitor,Tb PGK inh,Pin1 inh,HP1b chromo inh,TrxR1 substrate
O=C(Nc1cccc(C(=O)O)c1)/C(=C\c1ccccc1)NC(=O)c1ccccc1Cl,3%,2%,6%,-3,-15%,·,-7%,11%,2%
Nc1nnc(CC(=O)N/N=C/c2cccc([N+](=O)[O-])c2)s1,-18%,11%,-7%,-4,?,-5%,-4%,27%,-7%
CC(=O)c1ccc(NC(=O)c2ccc(NC(=O)c3ccco3)cc2)cc1,-15%,12%,3%,-1,-2%,3%,31%[activator],17%,-2%
CCC(=O)Nc1nnc(SCCOC)s1,0%,6%,15%,-1,4%,-11%,1%,5%,1%
COc1ccc(C(=O)NCc2nnc(SCC(=O)Nc3nc4ccccc4s3)o2)cc1OC,-13%,5%,-1%,-3,-6%,-13%,3%,38%,-8%
CCOc1cc(C(=O)Nc2ccon2)cc(OCC)c1OCC,-11%,5%,2%,6,9%,i,2%,50%[activator],-3%
CS(=O)(=O)N(CC(=O)N1CCCC1)c1cccc(C(F)(F)F)c1,-22%,-5%,-5%,-3,·,-10%,·,·,·
CN1/C(=C\C(=O)C(F)F)C(C)(C)c2ccccc21,-29%,4%,0%,-2,-4%,i,1%,45%[activator],-2%
O=S1(=O)CCO[C@H]2Cc3ccccc3[C@H]2N1Cc1ccccc1,-13%,7%,5%,0,-8%[57.1 µM],-3%,-2%,24%,-5%[57.1 µM]
NC(=O)c1ccc(NC(=O)COC(=O)CC2Sc3ccccc3NC2=O)cc1 (configuration not stated),-1%,-4%,0%,2,12%,-2%,0%,1%,3%

In a second layout: entries from further up
Every second line gives: USP1-UAF1 inh | mIDH1 inhibitor | GLS inhibitor | PI4K2A block | rTrxR1 inhibitor | Tb PGK inh | Pin1 inh | HP1b chromo inh | TrxR1 substrate
CN1/C(=C\C(=O)C(F)F)C(C)(C)c2ccccc21
→ -29% | 4% | 0% | -2 | -4% | i | 1% | 45%[activator] | -2%
O=S1(=O)CCO[C@H]2Cc3ccccc3[C@H]2N1Cc1ccccc1
→ -13% | 7% | 5% | 0 | -8%[57.1 µM] | -3% | -2% | 24% | -5%[57.1 µM]

Later entries
SMILES,USP1-UAF1 inh,mIDH1 inhibitor,GLS inhibitor,PI4K2A block,rTrxR1 inhibitor,Tb PGK inh,Pin1 inh,HP1b chromo inh,TrxR1 substrate
O=C(Cn1cccc1C(=O)c1ccccc1)NCCN1CCCCCC1,4%,11%,-2%,-4,-30%,1%,-2%,5%,-7%
COC(=O)c1ccc(NC(=O)C23CCC(C)(C(=O)O2)C3(C)C)cc1 (configuration not stated),-11%,-6%,-12%,-1,3%[57.1 µM],9%,?,40%[activator],-1%[57.1 µM]
COc1ccc(NC(=O)c2ccc3c(c2)CCN3S(=O)(=O)c2ccc(C)cc2)cc1Cl,?,5%,-4%,-2,13%,-2%,8%,4%,-8%
CC(=O)c1cccc(S(=O)(=O)NCCC(=O)Nc2ccc(S(N)(=O)=O)cc2)c1,0%,2%,1%,1,19%[57.1 µM],5%,4%,35%,10%[57.1 µM]

Screening results: PubChem BioAssay, National Center for Advancing Translational Sciences (NCATS)
